IMPase inh: qHTS Assay for Identifying the Cell-Membrane Permeable IMPase Inhibitors; 120,000 tested, under 10 active; inhibition (IP1 accumulation), % at 46.1 µM; AID 901, 2007; Inositol monophosphatase 1 (Rattus norvegicus), P97697; CHO-M1 cells, IP1 accumulation, HTRF TR-FRET ratio; active = well fitted curve in the direction sought with a large enough effect in the signal ratio, not every such curve was filed as active; inconclusive = small, poorly fitted or top-dose-only effect, or a change in a side signal; inactive = no such curve, though single readings can be large or run the other way; the % refers to the signal ratio;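 note: cells stimulated with carbachol in lithium chloride buffer; plate controls were DMSO basal wells for no effect and reference inhibitor wells for full effect; higher means more IMPase inhibition seen as more IP1 and lower FRET ratio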
Target sequence (P97697 whole entry, looked up): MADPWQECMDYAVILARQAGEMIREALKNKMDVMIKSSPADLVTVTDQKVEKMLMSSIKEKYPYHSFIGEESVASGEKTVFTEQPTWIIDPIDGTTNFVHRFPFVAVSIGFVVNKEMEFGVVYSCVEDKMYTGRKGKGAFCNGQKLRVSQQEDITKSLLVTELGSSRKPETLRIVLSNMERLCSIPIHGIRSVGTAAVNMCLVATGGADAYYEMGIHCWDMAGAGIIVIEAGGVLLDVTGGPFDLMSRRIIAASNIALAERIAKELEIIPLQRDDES
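The IP-One HTRF competitive assay in carbachol-stimulated CHO-M1 cells quantifies cellular IP1. Compounds spanned up to 46 uM final, and activity is expressed as AC50 from concentration-response fits of the ratio and donor data.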
15-hLO-2 inh: qHTS Assay for Inhibitors of 15-hLO-2 (15-human lipoxygenase 2) | purified 15hLO-2, xylenol orange hydroperoxide absorbance | Potency, µM (titrated, usually from 57.1 µM), for inactives: at the top dose activity change, negative = inhibition, actives largely listed as inhibitors | actives 0.56% (n = 110,000); note: potency is the fitted concentration of half-maximal effect; nearly all actives have a fitted effect of over 60% in size; many of its hits are not listed in these tables
Target sequence (O15296 whole entry, looked up): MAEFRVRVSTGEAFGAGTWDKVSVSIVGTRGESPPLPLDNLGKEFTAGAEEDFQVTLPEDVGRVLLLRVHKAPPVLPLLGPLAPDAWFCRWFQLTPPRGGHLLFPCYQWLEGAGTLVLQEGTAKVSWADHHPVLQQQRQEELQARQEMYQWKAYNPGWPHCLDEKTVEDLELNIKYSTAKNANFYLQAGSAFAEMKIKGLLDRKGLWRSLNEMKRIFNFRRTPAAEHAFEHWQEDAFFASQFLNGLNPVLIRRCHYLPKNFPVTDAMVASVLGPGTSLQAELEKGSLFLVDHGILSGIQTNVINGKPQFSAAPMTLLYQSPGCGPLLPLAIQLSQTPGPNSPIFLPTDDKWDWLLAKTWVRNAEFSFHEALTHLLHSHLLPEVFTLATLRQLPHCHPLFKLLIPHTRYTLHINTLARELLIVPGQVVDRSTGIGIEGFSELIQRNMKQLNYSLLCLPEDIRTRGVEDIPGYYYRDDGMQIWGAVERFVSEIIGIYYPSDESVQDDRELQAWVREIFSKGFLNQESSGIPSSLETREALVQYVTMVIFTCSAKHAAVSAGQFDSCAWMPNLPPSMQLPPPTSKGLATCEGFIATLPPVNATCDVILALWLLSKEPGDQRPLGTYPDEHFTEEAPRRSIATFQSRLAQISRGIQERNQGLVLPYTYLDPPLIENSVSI
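Purified human 15hLO-2 (50 nM) preincubated 15 min with compound, then 45 uM arachidonic acid for 90 min at RT in 25 mM Hepes pH 7.5, 0.01% Triton X-100. Hydroperoxide detected by Fe-xylenol orange; 573/405 nm absorbance ratio.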
12-hLO inh: qHTS Assay for Inhibitors of 12-hLO (12-human lipoxygenase) | Polyunsaturated fatty acid lipoxygenase ALOX12 (Homo sapiens), P18054 | purified 12-hLO, xylenol orange hydroperoxide absorbance | Potency, µM (titrated, usually from 57.1 µM), for the others: top-dose activity change, negative = inhibition, actives largely listed as inhibitors | actives 0.12% (n = 150,000); note: potency is the fitted concentration of half-maximal effect; nearly all actives have a fitted effect of over 55% in size; many of its hits are not listed in these tables
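Lipoxygenase turnover measured by absorbance at 573 and 405 nm after Fe-XO development. Human 12hLO 150 nM, arachidonate 40 uM, pH 7.0 Hepes buffer with detergent; 15 min compound preincubation, 30 min reaction.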
PNC inhibitor: High Content Assay for Compounds that inhibit the Assembly of the Perinucleolar Compartment | activity change (PNC), negative = inhibition, % at 10 µM | actives 3.1% (n = 140,000) | PC3M PTB-GFP, PNC prevalence imaging, 16 h; hits give low values | AID 2417, 2010;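 active = readout at or below -70, meaning at least 70% loss of cells showing the perinucleolar compartment, a nuclear body marking cancer cells; inconclusive = readout between -30 and a set limit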;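 note: plate controls were DMSO wells for no effect and camptothecin positive control wells for full effect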
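Read-out is percentage of cells bearing a perinucleolar compartment, from automated 20x imaging of fixed, Hoechst-stained PC3M PTB-GFP cells. Cells were seeded 4 h, then exposed 16 h to compound (23 nl of library stock) in duplicate plates.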
An asterisk follows results filed as active; ? = inconclusive; . = no result given; [ ] = remark or other dose. Unless noted, calls come from the whole dose curve; as a rule, active = well fitted curve in the direction sought with a large enough effect; inconclusive = small, poorly fitted or top-dose-only effect, or another doubt; inactive = no such curve, though single readings can be large; an effect the other way counts as inactive or inconclusive. Unless noted, % is set by controls: 0 for no effect and ±100 for the full control effect.

SMILES | IMPase inh | 15-hLO-2 inh | 12-hLO inh | PNC inhibitor
COc1cc2nc(NCC3CCCO3)n3nc(-c4cccnc4)nc3c2cc1OC (stereo unspecified) | -1 | -3% | 14% | 42
CC(C)COP(=O)(OCC(C)C)C(Nc1ccccc1)c1ccc2c(c1)OCO2 (stereo unspecified) | 9 | 31%[activator] | -1% | -21
O=C1/C(=C/c2cccnc2)Oc2cc(OS(=O)(=O)c3ccccc3)ccc21 | 7 | 2% | -7% | -16
Cc1cccc(OCC(=O)Nc2nc3ccc([N+](=O)[O-])cc3s2)c1C | 19 | -7% | 0% | ?
C=CCN(C(=O)Nc1ccccc1)C1CC(=O)N(c2ccc(OC)cc2)C1=O (stereo unspecified) | -7 | 1% | 4% | ?
C1OCOCO1 | . | -7% | -1% | .
Cc1nc2nc(CSc3ccc(Cl)cc3)cc(=O)n2[nH]1 | 3 | -3% | -1% | -6
O=C(Nc1cccnc1)c1cc(-c2ccco2)on1 | -3 | 6% | 1% | 85
O=C(NC1CCN(C(=S)NCc2ccco2)CC1)C12CC3CC(CC(C3)C1)C2 | -5 | -1% | -3% | 23
O=C(NCCCN1CCCC1=O)NC1CCCCC1 | 5 | 0% | 11% | 14
NC(=O)C1CCN(S(=O)(=O)c2cccc(S(=O)(=O)N3CCCCC3)c2)CC1 | -7 | -5% | 2% | 5
CCOc1ccc2c(c1)-c1c(ssc1=S)C(C)(C)N2C(=O)c1ccco1 | . | . | ? | 2
CCCn1nnnc1NC(=O)COc1ccc(Cl)cc1C | -3 | -3% | -1% | 31
CCCc1nc(SCC(=O)Nc2cc(C)on2)c2c(=O)n(C)c(=O)n(C)c2n1 | 6 | -7% | 2% | -21
COc1ccc(NC(=O)c2cc(CN3C(=O)c4ccccc4C3=O)ccc2OC)cn1 | 0 | -29% | -10% | -24
CC(=O)c1ccc2c3c(cccc13)C(=O)N(c1c(C)nn(C)c1C)C2=O | 8 | 6% | -1% | ?
Fc1ccccc1Cn1nnc2c(NCCc3ccccn3)ncnc21 | ? | -3% | 0% | -30
C[C@H]1CCC[C@]2(O[C@@H](CCO)C[C@H](O)[C@H]2O)O1 | . | . | 0% | 40
Cc1cc([N+](=O)[O-])c(-c2ccc(/C=N/n3cnnc3)o2)cc1Cl | -1 | -1% | -9% | 7
Cc1ccc(-c2cc(C(=O)Nc3ccc(S(=O)(=O)Nc4nc(C)cc(C)n4)cc3)c3ccccc3n2)cc1 | . | . | 3% | ?
Cc1ccc(NC(=O)c2cc(=O)c3ccccc3o2)cc1 | -3 | 1% | -6% | -1
O=C(CN(c1ccccn1)S(=O)(=O)c1ccccc1)N/N=C/c1cccc([N+](=O)[O-])c1 | 8 | . | 1% | ?
COc1ccc(-c2nc3cnc(N4CCOCC4)nc3n(CCC#N)c2=O)cc1 | . | -4% | 9% | .
CC(=O)Nc1ccc(S(=O)(=O)NCCSCc2cccc(Cl)c2)cc1 | . | . | -1% | -12
Cc1ccc(C(=O)NCc2ccc3c(c2)OCO3)cc1N1CCCC1=O | 3 | 0% | -5% | -3

As entered above:
For PNC inhibitor, Cc1ccc(NC(=O)c2cc(=O)c3ccccc3o2)cc1 has -1
For 15-hLO-2 inh, Fc1ccccc1Cn1nnc2c(NCCc3ccccn3)ncnc21 has -3%

(next part)
SMILES | IMPase inh | 15-hLO-2 inh | 12-hLO inh | PNC inhibitor
COc1cccc(-c2nc3ccc(O)cc3c(=O)o2)c1 | 1 | 1% | -1% | 16
O=C(CNS(=O)(=O)c1ccccc1)NCC(=O)OCc1ccc(C(=O)c2ccccc2)cc1 | . | . | 1% | 30
Cc1ccc(-c2nnc(NC3CCCCC3)c3ccccc23)cc1S(=O)(=O)N1CCN(C)CC1 | 5 | 27% | 6% | 21
COc1ccc(C(=S)N2CCOCC2)cc1OS(=O)(=O)c1ccccc1[N+](=O)[O-] | . | . | -2% | 104
Cc1cc(/C(O)=C2\C(=O)C(=O)N(CCN(C)C)C2c2ccncc2)ccc1OCc1ccccc1 (stereo unspecified) | -5 | . | -2% | -22
Cc1cc(C)nc(NC2=NCC(=O)N2CCc2c[nH]c3ccccc23)n1 | 6 | -3% | -2% | -4
Cn1ncc2c(NNC(=O)c3ccccc3Cl)ncnc21 | 2 | . | -1% | 14
CCCCNC(=O)c1ccccc1NS(=O)(=O)c1ccc2c(c1)OCCO2 | -1 | 0% | -2% | 7
CCc1ccc(C2=NN(C(=O)OC)C(O)(C(F)(F)F)C2)cc1 (stereo unspecified) | 2 | 17% | -2% | ?
O=C(COC(=O)Cn1cnc2ccccc2c1=O)Nc1ccccc1Sc1ccc(Cl)cc1 | 2 | . | -2% | -16
Cc1ccc(CN2CC(C(=O)Nc3ccc(S(=O)(=O)Nc4cc(C)nc(C)n4)cc3)CC2=O)cc1 (stereo unspecified) | 4 | -5% | -3% | -1
Cc1cc(Cl)c(S(=O)(=O)NCCC(=O)O)cc1OCC(N)=O | -1 | -3% | -2% | -25
Cc1ccc2c(c1)n([O-])c1c([n+]2=O)CCCC1 | 0 | -7% | 1% | 106
C=CCc1cccc(CNc2nc3ccccc3n2CC)c1O | 5 | 36%[activator] | -14% | 0
Cc1cc(=O)[nH]c(SCc2csc(-c3ccccc3)n2)n1 | . | . | -2% | 27
CCS(=O)(=O)N1CCC(C(=O)NC2CCCCC2)CC1 | -2 | 8%[2.29 µM] | -4% | -7
CC(C)c1ccccc1OCC(=O)NC1CCCc2ccccc21 (stereo unspecified) | ? | . | -4% | -12
CCOC(=O)COc1ccc(C(=O)NC2CCCCC2)cc1 | 11 | 4% | -5% | ?
O=C(COc1ccc2ccccc2c1Br)NNC(=O)Nc1ccccc1 | -18 | ? | -1% | 36
Cc1ccc(C2CC(=O)Nc3cc4c(cc32)OCO4)o1 (stereo unspecified) | 4 | -5% | -4% | -18
NC(=O)c1ccc(Cc2ncc(C(F)(F)F)cc2Cl)s1 | 1[1.84 µM] | 8%[11.4 µM] | -2% | ?
O=c1oc2ccccc2cc1-c1nc2ccccc2o1 | -3 | -6% | 4% | 70
Cc1ccc2c(c1)nnn2C1CCN(C(=O)c2cccs2)CC1 | -3 | -2% | -5% | 20
COC(=O)c1ccc(NC(=O)Cn2nc(SC)n(N)c2=S)cc1 | 0 | -1% | -4% | 1
CCOC(=O)C(Cc1ccccc1)C(=O)Nc1ccc(NC(=O)C(Cc2ccccc2)C(=O)OCC)cc1 (stereo unspecified) | -5 | . | 14% | 17

Entries of single compounds as entered above.
CCS(=O)(=O)N1CCC(C(=O)NC2CCCCC2)CC1 is listed with IMPase inh: -2; 15-hLO-2 inh: 8%[2.29 µM]; 12-hLO inh: -4%; PNC inhibitor: -7
O=C(COC(=O)Cn1cnc2ccccc2c1=O)Nc1ccccc1Sc1ccc(Cl)cc1 is listed with IMPase inh: 2; 15-hLO-2 inh: .; 12-hLO inh: -2%; PNC inhibitor: -16

Continuation:
SMILES | IMPase inh | 15-hLO-2 inh | 12-hLO inh | PNC inhibitor
Cc1sc2ncnc(N(C)Cc3ccco3)c2c1C | 6 | 6% | -2% | 31
COc1cc2c(cc1OC)CN(C(C)C(=O)Nc1ccc(NC(C)=O)cc1)CC2 (stereo unspecified) | -2 | -1% | -4% | 5
COC(=O)c1sc(C(=O)OC)c(C(=O)OC)c1C(=O)OC | . | . | 1% | 24
CCOC(=O)c1sc(=S)n(C)c1NC(=O)c1ccccc1Cl | 8 | . | -1% | 23
Nc1nnc(SCC(=O)OCc2ccccc2)s1 | . | . | 0% | -8
O=C1NC2(CCCC2)N=C1c1ccc(Cl)cc1 | 10 | -6% | -14% | -16
COc1ccc(/C=N/OC/C(O)=C(\C#N)c2nc3ccccc3[nH]2)cc1 | -3 | -4% | 0% | -29
O=C(Nc1ccc2nsnc2c1)N1CCCCCC1 | 1 | -2% | -1% | ?
O=C(CSc1ccc2ccccc2n1)N1CCC(c2noc3ccc(F)cc23)CC1 | 23 | . | 3% | 4
CCc1c(C)nc2ncnn2c1NCc1cccs1 | 5 | -2% | 1% | ?
Cc1ccc2nc(SCC(=O)Nc3ccc4sc(C)nc4c3)c(C#N)cc2c1 | -3 | -3% | 2% | -14
CCn1c2ccccc2c2cc(NC(=O)c3cc(OC)cc(OC)c3)ccc21 | . | . | 0% | -97*
CC1=CC(c2ccccc2)n2nc(N3C(=O)c4ccccc4C3=O)nc2N1 (stereo unspecified) | -2 | -7% | -3% | -5
COc1ccc(N2CCN(C(=O)CN(Cc3ccc(Cl)cc3)S(C)(=O)=O)CC2)cc1 | -11 | -1% | 0% | -2
COc1cccc(Nc2nc(NCC3CCCO3)c3ccccc3n2)c1 (stereo unspecified) | 16 | 18% | ? | -4
CCCc1cc(=O)[nH]c(SCC(=O)NC(=O)OCC)n1 | 1 | 3% | 5% | ?
COc1ccc(C(=O)N2CCC3(CC2)CCN(c2ccccn2)CC3)cc1 | . | 9% | 2% | .
COc1cc2c(C(=O)NCc3ccc(C)o3)cn(CC(C)C)c(=O)c2cc1OC | 8 | -12% | -3% | -108*
CC1(C)C(C=C(Cl)Cl)C1C(=O)N(Cc1cccc(Cl)c1)C1CCS(=O)(=O)C1 (stereo unspecified) | . | . | -3% | 35
COc1cccc(NC(=O)N2CCCC2C(=O)Nc2ccc3c(c2)OCO3)c1 (stereo unspecified) | -4 | . | 0% | -26
NC(=O)NC(=O)CSc1nc(C2CCCCC2)n(-c2ccccc2)n1 | . | . | -2% | 45
Cc1cccc(N2CCN(C(=O)Cn3ccc4ccccc4c3=O)CC2)c1C | -2 | -2% | -4% | ?
CCc1nnc(NC(=O)CSc2nc(-c3ccccc3)nc3ccccc23)s1 | . | . | 0% | 19
Clc1cccc(-c2nnc3sc(-c4ccc5c(c4)OCO5)nn23)c1 | 5 | -15% | -16% | 6
CCCCc1ccc(NC(=O)CC(C)(C)C)cc1 | . | . | 3% | 44

Later entries:
SMILES | IMPase inh | 15-hLO-2 inh | 12-hLO inh | PNC inhibitor
Cc1cc(NC(=O)c2cc(-c3cccnc3)nc3c(C)c(C)ccc23)no1 | 2 | 18% | 1% | ?
O=C(Nc1ccccc1C(=O)Nc1ccccc1C(=O)NCc1ccco1)c1ccco1 | -8 | -9% | -6% | ?
CCOC(=O)/C(=N/Nc1ccccc1)N1CCCc2ccccc21 | . | . | 3% | 8
CN(C)c1ccc(-c2ccc3ncnc(N4CCNCC4)c3c2)cc1 | . | 15% | 1% | .
CCc1cc2cc(C)ccc2nc1SCC(=O)N1CCN(C(=O)c2ccco2)CC1 | 0 | -7% | -6% | 32
CCC(C)NC(=O)CSc1nnc(-c2cc(-c3ccc(C)cc3)nc3ccccc23)n1N (stereo unspecified) | ? | 8% | -5% | 12
C=CCOc1ccc(CNCCO)cc1OCC | . | . | -2% | ?
CC1(C)Cc2c(sc3nc4n(c(=O)c23)CCC4)CO1 | 6 | 2% | -2% | 18
COc1cc(NC(=O)c2c3c(nc4ccccc24)CCC3)cc(OC)c1 | -5 | -7% | 5% | 22
Cc1ccc(N2C(=O)[C@@H]3[C@H](C2=O)C2CCCN2[C@@H]3C(=O)c2ccccc2)cc1 (stereo partly specified) | 8 | -19% | -24% | 35
CN=CC1=C(O)CC(C)(C)CC1=O | 8 | -1% | -5% | -16
O=C(COc1ccc2c(c1)CCC2)N1CCN(c2cccc(C(F)(F)F)c2)CC1 | . | . | -5% | 18
O=C1CC(c2ccsc2)c2cc3c(cc2N1)OCCO3 (stereo unspecified) | 12 | -6% | -2% | 14
COc1ccccc1C1C2=C(N=C3SCC(=O)N31)c1ccccc1CC2 (stereo unspecified) | 7 | -24% | -7% | -23

Only part of the results is shown; count on the stated rates, not on these rows.
